Screening results: PubChem, several laboratories
TcdB GH inh = TcdB glycohydrolase inhibitors, primary screen, biochemical, single point, plate reader; TcdB glycohydrolase enzymatic assay; inhibition, % at 9.99 µM; 350,000 compounds, 0.24% hits; AID 652162, 2013; in the data active = inhibition above about 10%
MazF activator = activators of E. coli MazEF toxin-antitoxin RNase, primary screen, biochemical, fluorescence, uHTS; activation, % at 20 µM; FAM/BHQ RNA-DNA oligo cleavage fluorescence, 5 h; 350,000 compounds, 0.32% hits; Endoribonuclease toxin MazF (Escherichia coli (strain K12)), P0AE70; in the data active = activation above about 50%
Target sequence (P0AE70 whole entry, looked up): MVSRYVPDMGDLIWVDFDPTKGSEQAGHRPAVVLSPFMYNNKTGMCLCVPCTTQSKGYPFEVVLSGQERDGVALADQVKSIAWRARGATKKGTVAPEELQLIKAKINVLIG
SARS 3CLpro inh = SARS-CoV 3CLpro protease inhibitors, primary screen, biochemical, quenched FRET | 290,000 compounds, 0.14% hits | Replicase polyprotein 1ab (Severe acute respiratory syndrome coronavirus), P0C6X7 | inhibition, % at 6 µM | recombinant SARS-CoV 3CLpro, quenched FRET peptide cleavage | AID 1706, 2009; in the data active = inhibition above about 12%
Vc quorum ag = inducers of Vibrio cholerae quorum light production without autoinducers, primary screen, BH1578 luxS cqsA deficient, single point. activation, % at 18.7 µM. AID 588436, 2011. V. cholerae BH1578 lux reporter, luminescence, 6 h. 350,000 compounds, 0.16% hits; in the data active = activation mostly above about 9.7%, no sharp cut-off; inconclusive = no clear call, values can overlap the other calls; inactive = mostly below about 3.7%; also: not every result past the cut was called active; inactives centre near 0; reference of the scale not given here
DUSP3 inh = VHR1 phosphatase inhibitors, primary screen, biochemical, absorbance, uHTS. Dual specificity protein phosphatase 3 (Homo sapiens), P51452. recombinant VHR phosphatase, pNPP absorbance. inhibition, % at 13.3 µM. 290,000 compounds, 0.52% hits. AID 1654, 2009; in the data active = inhibition above about 50%; also: some compounds called inactive have numbers as strong as hits
Target sequence (P51452 whole entry, looked up): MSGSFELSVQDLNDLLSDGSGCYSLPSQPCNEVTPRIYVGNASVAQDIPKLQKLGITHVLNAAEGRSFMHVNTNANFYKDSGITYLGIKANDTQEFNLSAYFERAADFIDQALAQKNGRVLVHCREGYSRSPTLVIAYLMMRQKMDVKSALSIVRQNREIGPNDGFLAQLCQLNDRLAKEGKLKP
Yp Topo-I inh = Yersinia pestis topoisomerase I inhibitors, primary screen, biochemical, cleavage product accumulation, plate reader, single point; DNA topoisomerase I (Yersinia pestis CO92); Y. pestis Topo-I cleavage product accumulation; activity, % at 10 µM; 360,000 compounds, 0.064% hits; in the data active = activity above about 50%, passing the limit was not always enough; inconclusive = no clear call, values can overlap the other calls; also: inactives centre near 2
Anthrax LF inh2 = Bacillus anthracis LF protease inhibitors, primary screen, biochemical, multiplex microsphere, MLPCN library. Lethal factor (Bacillus anthracis), P15917. multiplex microsphere protease cleavage assay. inhibition, % at 10 µM. 360,000 compounds, 0.12% hits. AID 588501, 2011; in the data active = inhibition above about 30%; inconclusive = no clear call, values can overlap the other calls; also: plate controls were buffer without enzyme for full effect and enzyme alone for no effect
PfHsp40 yeast = rescue of yeast from PfHsp40 toxicity, primary screen, S. cerevisiae, ATP luminescence | S. cerevisiae expressing PfHsp40, growth rescue | 340,000 compounds, 0.68% hits | growth rescue, % at 12.5 µM | AID 504582, 2011; in the data active = growth rescue above about 28%, passing the limit was not always enough; inconclusive = no clear call, values can overlap the other calls;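 also: yeast W303a lacking pdr1 and pdr3 grown in galactose medium; growth measured after three days at 30 °C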
SSB-PriA inh = inhibitors of Klebsiella pneumoniae PriA binding to SSB C-terminal tail, primary screen, biochemical, AlphaScreen | PriA–SSB C-terminal tail interaction (Klebsiella pneumoniae) | AlphaScreen SSBct-PriA binding, biotinylated peptide | inhibition, % at 33 µM | 430,000 compounds, 0.6% hits | AID 1272365, 2023; in the data active = inhibition mostly above about 37%, no sharp cut-off; inactive = mostly below about 20%;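 also: plate controls were negative control peptide for no effect and reference peptide for full effect; strong numbers were not always called active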
Rv3671c inh = Rv3671c serine protease inhibitors, primary screen, biochemical, fluorescence polarization, M. tuberculosis H37Rv; P9WHR9; inhibition, % at 5.96 µM; 320,000 compounds, 0.048% hits; in the data active = inhibition above about 38%;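 also: extracellular domain of Rv3671c used as enzyme; 0% = enzyme with DMSO and 100% = no enzyme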
Target sequence (P9WHR9 whole entry, looked up, the tested form may be a part): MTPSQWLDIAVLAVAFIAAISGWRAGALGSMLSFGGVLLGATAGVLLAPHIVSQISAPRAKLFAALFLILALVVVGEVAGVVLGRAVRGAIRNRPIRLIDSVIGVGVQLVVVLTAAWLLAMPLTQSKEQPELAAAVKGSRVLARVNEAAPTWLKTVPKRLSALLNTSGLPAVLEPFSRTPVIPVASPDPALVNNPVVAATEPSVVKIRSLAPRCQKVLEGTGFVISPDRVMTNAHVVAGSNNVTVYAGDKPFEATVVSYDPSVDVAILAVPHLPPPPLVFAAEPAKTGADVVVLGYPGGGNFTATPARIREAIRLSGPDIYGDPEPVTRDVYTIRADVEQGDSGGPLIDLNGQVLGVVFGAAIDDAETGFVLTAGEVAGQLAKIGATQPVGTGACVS
Numbers without * were called inactive; i = inactive; ? = inconclusive; . = no result given. These rows are one share of the data; rates above refer to the full screens.

Start of the data: the first 2 compounds (preview)
SMILES	TcdB GH inh	MazF activator	SARS 3CLpro inh	Vc quorum ag	DUSP3 inh	Yp Topo-I inh	Anthrax LF inh2	PfHsp40 yeast	SSB-PriA inh	Rv3671c inh
CCCCN(CC)CCNC(=O)c1nn(-c2ccc(OC)cc2)c(=O)c2c1c1ccccc1n2C	-0.3	-1	3	i	4	2	0	0.8	-1	-3
Cc1ccccc1NC(=O)Cc1nc(COC(=O)c2cc(Br)ccc2O)cs1	1.5	-12	.	i	.	14	17	-1.4	1	-5

All compounds of this part, previewed entries included:
SMILES	TcdB GH inh	MazF activator	SARS 3CLpro inh	Vc quorum ag	DUSP3 inh	Yp Topo-I inh	Anthrax LF inh2	PfHsp40 yeast	SSB-PriA inh	Rv3671c inh
CCCCN(CC)CCNC(=O)c1nn(-c2ccc(OC)cc2)c(=O)c2c1c1ccccc1n2C	-0.3	-1	3	i	4	2	0	0.8	-1	-3
Cc1ccccc1NC(=O)Cc1nc(COC(=O)c2cc(Br)ccc2O)cs1	1.5	-12	.	i	.	14	17	-1.4	1	-5
COCCN1C=C(C(=O)OC)C(c2ccc(Cl)cc2)C(C(=O)OC)=C1	1.6	3	3	0.1	1	15	2	0.1	-24	7
COc1ccc(C(=O)Nc2ccnn2C2CCN(Cc3cnn(C)c3)CC2)cc1	-3.6	4	3	-0.2	2	-4	0	0.8	4	-1
COc1ccc(OC)c(NC(=O)c2oc3ccccc3c2NC(=O)C2CC2)c1	1.6	-7	-1	-2.9	4	-5	0	-2.6	-13	-5
COc1ccc(Oc2nc(-c3ccccn3)ncc2OC)cc1	3.5	-12	-7	i	-2	10	-1	?	28	-1
COC(=O)c1sc(NC(=O)COc2ccc(C)cc2)nc1C	1.1	-3	5	-0.2	27	8	1	-0.3	7	-2
N#Cc1nc(-c2ccc(OCc3ccccc3)cc2)oc1NCCCN1CCOCC1	.	-9	-3	0.4	14	11	-11	0.2	21	13
O=C(NN=C1CCCC1)c1cc(-c2ccc(F)cc2)nc2ccccc12	-1.5	-28	4	4.2	11	2	-3	-1.1	-15	-34
CCOc1cc(-c2noc(CCC(=O)N3CCOCC3)n2)ccc1OC	.	1	1	0.4	29	-10	-3	0.2	-2	-2
CCC(=O)c1cn(CC(=O)Nc2cccc(OC)c2)c2ccccc12	0.0	11	1	-1.5	6	3	.	-0.2	1	3
CC(C)(C)C(=O)N1Cc2cnnn2-c2ccccc2C1C#N (stereo not given)	1.1	-2	.	-0.5	.	2	-10	0.0	0	.
COc1ccc(CNc2ncnc(N)n2)cc1	1.2	-2	3	.	37	3	0	-0.2	-12	-4
CSc1nc2c(cc1C#N)CCC2	1.4	5	-1	0.4	-11	-2	-7	2.8	-3	-2
CC(C)c1nc(SCC(=O)Nc2ccc3c(c2)OCCO3)c2c(=O)n(C)c(=O)n(C)c2n1	0.7	7	0	-0.3	5	8	5	1.1	-13	3
O=C(Cc1ccccc1Cl)NCCCn1ccnc1	.	-10	-4	0.2	11	4	-4	-1.1	8	0
CCOC(=O)N1CCN(C(=O)c2cnsn2)CC1	.	2	-6	-0.3	3	5	-4	-1.0	-19	-9
Cc1nn(C(C)C(=O)NCc2ccccc2Cl)c(=O)c2c1sc1ccccc12 (stereo not given)	.	0	4	i	31	6	-2	0.5	-23	-3
C=CCc1cc(Cl)ccc1OCCNCCN1CCOCC1	1.4	5	-2	i	16	-12	-3	-2.0	4	6
O=C(CN1C(=O)S/C(=C\C=C\c2ccccc2)C1=O)Nc1ccccc1C(=O)O	-1.1	-1	6	-0.1	10	4	-3	2.9	-2	-20
CCOC(=O)c1c(-c2cccc3ccccc23)csc1NC(=O)C1C2CCC(O2)C1C(=O)O (stereo not given)	0.7	1	5	-0.3	4	14	-5	0.8	9	-8
CCO[C@@H]1OC(C(=O)N2CCOCC2)=C[C@H](C2CC2)[C@H]1CCCO	1.8	6	1	-1.2	-2	-7	3	-0.4	-26	1
C/C(=N/NC(=O)c1cc(C)[nH]n1)c1ccco1	-1.0	7	4	i	21	2	10	0.0	.	-7
CCn1c(SCC(=O)OC)nnc1-c1ccccc1	20*	-1	-3	-0.2	-5	3	-1	-0.2	-9	-3
COc1ccc(Cl)cc1C(=O)NCCc1ccc(S(=O)(=O)NC(=O)NC2CCCCC2)cc1	-2.5	3	8	4.3	-15	8	-12	0.4	-3	2
O=C(OCc1ccccc1)N1CCC2CC1c1ccc(N3CCOCC3)cc12 (stereo not given)	1.2	-16	.	-0.4	.	24	-1	.	.	.
CN(Cc1nc(-c2ccc(C(F)(F)F)cc2)no1)C1CCOCC1	1.3	2	4	i	0	2	-4	0.2	-8	3
Cc1ccc(S(=O)(=O)N2CCCC2C(=O)n2nc(C)cc2C)cc1 (stereo not given)	-4.9	-6	2	-0.5	10	-6	-5	-0.5	-3	-7
COc1ccc(C(C)NC(=O)C23CC4CC(CC(C4)C2)C3)cc1OC (stereo not given)	1.3	10	-4	i	-2	5	-5	-0.5	3	3
O=C(O)c1cccnc1SCc1cccc(Cl)c1	2.0	2	1	-0.3	7	-9	-6	-0.5	-5	-8
O=C(Nc1cnn(Cc2ccc(F)cc2)c1)C(c1ccccc1)c1ccccc1	.	-15	-2	i	8	7	2	2.0	-8	-6
O=C(Cn1nc(C(=O)O)c2ccccc2c1=O)NCc1ccco1	1.4	3	7	-0.1	7	8	5	-1.8	-19	3
COc1ccc(N(CC(=O)N2CCN(c3cc(C)ccc3C)CC2)S(=O)(=O)c2c(C)noc2C)cc1	0.7	1	1	i	4	6	-5	-0.8	0	-6
COc1ccc(Cl)cc1NC(=O)COC(=O)CCNS(=O)(=O)c1cccs1	-2.2	-3	.	-0.9	.	10	-2	-0.7	2	.
COc1ccc(NC(=S)Nc2ccc(S(=O)(=O)N3CCOCC3)cc2)c(OC)c1	-0.4	-7	-5	-2.6	14	3	0	-1.9	8	6
O=C(Cc1ccc(S(=O)(=O)N2CCOCC2)s1)N(Cc1ccccc1)c1ccccc1	1.9	3	.	-6.2	.	34	.	2.2	-11	0
O=C(/C=C/c1ccco1)N1CCN(c2ccccc2)CC1	0.7	3	1	4.0	-1	1	0	-0.8	-6	-4
CN(C(=O)c1cc(-c2cccs2)nn1-c1ccccc1)C1CCS(=O)(=O)C1 (stereo not given)	0.4	4	.	-3.0	.	2	-3	.	.	.
CN(C)c1ccc(C(=S)N2CCOCC2)cc1	.	0	-1	-0.3	2	0	-1	-0.2	-9	0
COc1ccc(OCc2nnc(SCC(=O)NC3CC4CCC3C4)o2)cc1 (stereo not given)	1.3	1	5	-0.2	7	18	-2	-0.7	1	2
C=CCN(CC=C)Cc1c(C)[nH]c2c(C)c(C)ccc2c1=O	-0.4	8	2	i	16	-4	6	0.0	-13	1
Cc1cc(C)nc(N/N=C/c2cccc([N+](=O)[O-])c2)n1	2.5	6	0	-0.8	4	3	-2	0.4	i	-4
COc1ccc(-n2c(Cc3cccn3C)nnc2SCC(=O)Nc2cccc(F)c2)cc1	0.8	-7	0	-0.1	-1	8	-3	0.9	16	-6
CCOc1ncccc1C(=O)OCC(=O)NCc1ccc2c(c1)OCO2	0.6	11	1	i	43	-2	-5	0.7	-7	-5
CC(=O)Nc1ccc(OC(F)(F)Cl)cc1	-0.2	7	-2	-0.3	1	4	-1	0.1	0	-4
CC(NC(=O)c1cccc(S(=O)(=O)N(C)C)c1)c1nc2ccccc2[nH]1 (stereo not given)	1.0	0	-2	-3.6	10	8	-7	0.4	-3	5
N=c1sccn1Cc1ccccc1F	0.2	-3	-1	-2.0	7	-8	4	-0.5	-4	.
c1ccc(CSc2ncnc3ccccc23)cc1	0.0	-11	0	-0.2	17	30	0	0.8	-38	-15
C[C@H](C(O)c1ccccc1)N(C)C(=O)CN (stereo not given in full)	1.5	10	-8	i	32	-4	0	-1.7	-5	-1
Cc1ccc(C(=O)N/C(=C\c2ccc(-c3ccccc3[N+](=O)[O-])o2)C(=O)NCCCN(C)C)cc1	1.2	-5	-13	-0.9	20	-20	-28	-1.8	0	-34
COC(=O)CCc1nc2c(C#N)c(-c3ccc(Cl)cc3)ccn2n1	-1.9	9	-4	1.1	17	4	2	0.4	7	2
CC(=O)Nc1ccc(NC(=O)Cn2c(=O)n(-c3ccc(C)cc3)c(=O)c3oc4ccccc4c32)cc1	0.3	6	4	4.1	-3	7	0	-0.9	-9	-9
CC1(C)CC(=O)C=C(Nc2ccccc2N)C1	0.0	0	-1	i	-28	-9	0	0.5	4	-2
CCCCNC(=O)C1(C)CCCCCN1Cc1cc2ccccc2o1 (stereo not given)	0.8	.	.	-3.3	.	31	-5	.	.	.
O=C(Oc1ccc(Cl)c2cccnc12)c1cccnc1	-0.4	0	-3	-0.3	11	-2	8	-0.5	-10	15
CC(NC(=O)c1ccco1)C(=O)N1CCCCC1 (stereo not given)	2.9	4	3	i	-3	0	1	-0.4	4	-1
CCCc1ccc(OC(=O)c2ccc(O)cc2Cl)cc1	1.0	0	5	i	14	-14	-1	-0.3	-14	-11
N#Cc1cccc(NC(=O)NCCc2c[nH]c3ccccc23)c1	2.8	10	-3	-0.3	0	-9	1	0.2	9	-3

Record cards (already shown). Screens in order: TcdB GH inh, MazF activator, SARS 3CLpro inh, Vc quorum ag, DUSP3 inh, Yp Topo-I inh, Anthrax LF inh2, PfHsp40 yeast, SSB-PriA inh, Rv3671c inh
`CC1(C)CC(=O)C=C(Nc2ccccc2N)C1` as listed: 0.0, 0, -1, i, -28, -9, 0, 0.5, 4, -2
`O=C(Nc1cnn(Cc2ccc(F)cc2)c1)C(c1ccccc1)c1ccccc1` as listed: ., -15, -2, i, 8, 7, 2, 2.0, -8, -6
`COc1ccc(-n2c(Cc3cccn3C)nnc2SCC(=O)Nc2cccc(F)c2)cc1` as listed: 0.8, -7, 0, -0.1, -1, 8, -3, 0.9, 16, -6
`N#Cc1cccc(NC(=O)NCCc2c[nH]c3ccccc23)c1` as listed: 2.8, 10, -3, -0.3, 0, -9, 1, 0.2, 9, -3
